KCNH2 WT inh = inhibitors of human wildtype KCNH2 potassium channel; U2OS, BacMam KCNH2, thallium flux FluxOr; stronger effect = lower value; 340,000 tested, 0.37% active; activity change, % at 1.84 µM; AID 720551; Q12809;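 active = maximum activity change below -70%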
Target sequence (Q12809 whole entry, looked up): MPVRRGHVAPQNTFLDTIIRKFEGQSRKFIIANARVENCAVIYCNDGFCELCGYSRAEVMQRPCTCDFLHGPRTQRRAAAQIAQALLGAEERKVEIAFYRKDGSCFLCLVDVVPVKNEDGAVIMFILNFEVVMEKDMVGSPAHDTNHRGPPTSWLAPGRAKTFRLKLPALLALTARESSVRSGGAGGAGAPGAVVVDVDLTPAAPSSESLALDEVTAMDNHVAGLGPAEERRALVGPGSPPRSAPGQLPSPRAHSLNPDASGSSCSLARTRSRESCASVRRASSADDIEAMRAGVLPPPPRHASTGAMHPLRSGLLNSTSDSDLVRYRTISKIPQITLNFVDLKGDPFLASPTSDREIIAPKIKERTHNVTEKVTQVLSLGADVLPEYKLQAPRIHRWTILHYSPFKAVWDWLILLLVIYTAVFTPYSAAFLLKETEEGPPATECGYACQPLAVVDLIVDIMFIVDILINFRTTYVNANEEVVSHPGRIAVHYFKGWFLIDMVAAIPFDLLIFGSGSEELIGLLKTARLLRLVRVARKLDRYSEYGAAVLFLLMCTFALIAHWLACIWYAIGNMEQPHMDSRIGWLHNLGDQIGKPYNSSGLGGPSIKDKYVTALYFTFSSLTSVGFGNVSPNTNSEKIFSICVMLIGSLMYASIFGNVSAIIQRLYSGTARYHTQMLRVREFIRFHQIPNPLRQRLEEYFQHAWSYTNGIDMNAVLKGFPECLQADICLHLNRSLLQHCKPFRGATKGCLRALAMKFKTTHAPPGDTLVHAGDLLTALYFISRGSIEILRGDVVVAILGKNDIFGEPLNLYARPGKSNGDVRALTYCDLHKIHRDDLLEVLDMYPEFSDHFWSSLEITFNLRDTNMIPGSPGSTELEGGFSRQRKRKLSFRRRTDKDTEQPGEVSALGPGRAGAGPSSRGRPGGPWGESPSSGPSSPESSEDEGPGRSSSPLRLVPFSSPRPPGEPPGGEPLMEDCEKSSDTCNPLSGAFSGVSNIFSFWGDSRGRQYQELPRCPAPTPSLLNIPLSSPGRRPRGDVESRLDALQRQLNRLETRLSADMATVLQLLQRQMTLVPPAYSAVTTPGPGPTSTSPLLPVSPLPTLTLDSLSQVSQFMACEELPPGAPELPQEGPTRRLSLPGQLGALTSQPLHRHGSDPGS
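U2OS cells were transduced with wild-type KCNH2 virus (2.03 x 10^8 / mL) for 4 h at room temperature, then cultured overnight at 37 C. Thallium flux was read with FluxOr dye. Rate constants were normalized to DMSO controls.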
KCNH2 3.1 inh = KCNH2 3.1 (human) potassium channel inhibition. AID 720553. 340,000 tested, 0.95% active. U2OS KCNH2 3.1, thallium flux FluxOr; stronger effect = lower value. activity change, % (tested at about 1.8 µM);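 active = maximum activity change below -70%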;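 note: thallium influx rate constant from kinetic fluorescence after stimulation buffer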
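Thallium flux via FluxOr fluorescence (Red40 quencher, 45 min loading) in U2OS cells virally expressing the KCNH2 3.1 isoform (1.77 x 10^8 /mL virus, overnight at 37 C). Rate constants from 2-min kinetic reads post-stimulation, normalised to positive and negative controls.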
* = called active by the depositor. % is set by controls: 0 for no effect and ±100 for the full control effect. The list is partial; rates above refer to the full screens.

SMILES	KCNH2 WT inh	KCNH2 3.1 inh
O=C(NCC1CCCO1)c1ccc2c(c1)N(Cc1ccc(Cl)cc1)CCS2 (stereo not given)	5.4	-6.2
O=C(C1CC(=O)N(c2ccc(F)c(Cl)c2)C1)N1CCOCC1 (stereo not given)	10.8	-22.9
C[C@@H]1CNC(=O)c2c(C(=O)N[C@@H](Cc3c[nH]c4ccccc34)C(=O)OC(C)(C)C)ncn21	-9.2	-12.6
CC1CCCC(C)N1CCCNC(=O)C1CCCN(S(=O)(=O)N2CCCCC2)C1 (stereo not given)	8.0	-18.7
CNC(=S)N1C2CCCC1CC(NC(=O)c1ccc(C)cc1)C2 (stereo not given)	-15.1	-1.1
CCOC(=O)N1CCN(C2=C(NS(=O)(=O)c3ccc(Br)cc3)C(=O)c3ccccc3C2=O)CC1	-9.0	0.5
CC1=C(C(=O)N(C)C)CC(CC(=O)NCC2CCCCC2)C(=O)N1Cc1ccccc1 (stereo not given)	3.2	-1.8
C[C@@H]1CN([C@H](C)CO)C(=O)CCCn2nncc2CO[C@H]1CN(C)S(=O)(=O)c1ccccc1	-9.2	-19.5
COc1ccccc1N1CCN(S(=O)(=O)CCNC(=O)CCc2ccccc2)CC1	15.2	10.9
CC1Cc2nc(SCC(=O)NCC3CCCO3)n(-c3ccccc3)c(=O)c2S1 (stereo not given)	-9.6	-11.7
CC(CNC(=O)CCCn1c(=O)c2cccn2c2cccnc21)c1ccccc1 (stereo not given)	0.2	3.7
Cc1cccc(C)c1NC(=O)c1cc(S(=O)(=O)N2CCC3(CC2)OCCO3)ccc1F	2.8	6.3
COc1ccc(C(=O)Nc2cc(OC)c(NC(=O)Nc3ccccc3)cc2OC)cc1	5.7	-17.5
CCCNC(=O)N(C)C[C@H]1Oc2ncc(C#CCc3ccccc3)cc2C(=O)N([C@H](C)CO)C[C@H]1C	9.5	11.9
O=C(O)C(Cc1c[nH]c2ccccc12)NS(=O)(=O)c1ccc(F)cc1 (stereo not given)	-3.5	-12.5
COC(=O)C[C@H]1C[C@H]2c3cc(NS(=O)(=O)c4cccc(OC)c4)ccc3O[C@H]2[C@@H](CO)O1	-0.8	3.2
CN(Cc1cnn(-c2ccccc2)c1)C(=O)c1cccc(S(=O)(=O)N(C)c2ccccc2)c1	-0.6	9.6
CCCCCCN1C[C@@H](n2cc(COC(=O)c3ccccc3)nn2)[C@H](O)C[C@@H]1c1ccc(C)cc1	0.4	-1.8
O[C@H]1C[C@H](c2ccc(Cl)cc2)N(CC2CCCCC2)C[C@@H]1n1cc(-c2ccc(F)cc2)nn1	-0.9	-9.4
C[C@H](NC(=O)c1[nH]cnc1C(=O)Nc1ccccc1F)c1ccccc1	-9.1	-29.3
CCC(C)[C@H](N)C(=O)N[C@H]1CCC2C3CC=C4C[C@@H](O)CC[C@]4(C)C3CC[C@@]21C (stereo not given in full)	16.0	4.5
C[C@H]1CN(c2ccc(Br)cc2)C(=O)[C@@H]1CC(=O)Nc1ccccc1	4.5	0.6
C[C@@H]1CCCCO[C@@H](CN(C)S(=O)(=O)c2ccccc2)[C@@H](C)CN([C@H](C)CO)C(=O)c2cc(NS(=O)(=O)c3ccc(F)cc3)ccc2O1	-3.5	4.1
CCCCNC(=O)CNC(=O)c1nn(-c2ccc(OC)c(OC)c2)c(=O)c2ccccc12	-4.5	2.2
CCc1ccccc1OCC(=O)Nc1nnc(C2CC2)s1	9.3	-8.5

An excerpt of these results, field by field:
C[C@H]1CN(c2ccc(Br)cc2)C(=O)[C@@H]1CC(=O)Nc1ccccc1
  KCNH2 WT inh: 4.5
  KCNH2 3.1 inh: 0.6

C[C@@H]1CN([C@H](C)CO)C(=O)CCCn2nncc2CO[C@H]1CN(C)S(=O)(=O)c1ccccc1
  KCNH2 WT inh: -9.2
  KCNH2 3.1 inh: -19.5

Given with values under each structure: entries from further up.
Fields: KCNH2 WT inh | KCNH2 3.1 inh
O=C(NCC1CCCO1)c1ccc2c(c1)N(Cc1ccc(Cl)cc1)CCS2 (stereo not given)
  5.4 | -6.2
O=C(C1CC(=O)N(c2ccc(F)c(Cl)c2)C1)N1CCOCC1 (stereo not given)
  10.8 | -22.9

The listing picks up; the two compounds before the break are reprinted first.
SMILES	KCNH2 WT inh	KCNH2 3.1 inh
CCCCNC(=O)CNC(=O)c1nn(-c2ccc(OC)c(OC)c2)c(=O)c2ccccc12	-4.5	2.2
CCc1ccccc1OCC(=O)Nc1nnc(C2CC2)s1	9.3	-8.5
CCc1sc(C(=O)N(CCOC)c2c(N)n(Cc3ccccc3)c(=O)[nH]c2=O)cc1C	-3.0	9.2
Cc1cccc(NC(=O)COC(=O)c2nn(-c3ccccc3C(F)(F)F)cc2O)c1C	0.0	-7.4
COc1ccc(C(=O)CC(C(=O)O)c2ccc(OC)c(OC)c2)cc1OC (stereo not given)	-9.2	-2.2
Cc1cc(C)c(S(=O)(=O)N2CCN(C(=O)CC(C)n3nc(C)nc3C)CC2)c(C)c1 (stereo not given)	1.7	-1.6
O=c1ccc2c(ccc3ncccc32)o1	-3.8	0.5
Cc1ccc(NS(=O)(=O)c2ccc(-n3cccn3)cc2)c(Cl)c1	-9.9	-8.4
C[C@H](CO)N1C[C@H](C)[C@H](CN(C)C(=O)Cc2ccncc2)Oc2ncc(Br)cc2C1=O	2.7	0.7
Cc1ccccc1-c1ccc2c(c1)O[C@@H](CN(C)C(=O)Nc1ccc(C(F)(F)F)cc1)[C@H](C)CN([C@@H](C)CO)S2(=O)=O	-5.4	19.2
C[C@H](CO)N1C[C@H](C)[C@@H](CN(C)S(=O)(=O)c2cn(C)cn2)OCc2cn(nn2)CCCC1=O	0.9	4.3
CCN(CC)C(=O)C1=C(C)N(Cc2ccccc2)C(=O)C(CC(=O)NCc2ccco2)C1 (stereo not given)	1.5	-3.0
C[C@H](CO)N1C[C@H](C)[C@H](CN(C)S(=O)(=O)c2cccc(F)c2)Oc2cc(Br)ccc2S1(=O)=O	-7.1	7.2
COCC(O)Cn1ccnc1[N+](=O)[O-] (stereo not given)	-1.8	-2.5
CCN1C(=O)[C@H]2[C@@H](c3ccc(OC)cc3)N[C@]3(CCCN(Cc4cccn4C)C3=O)[C@H]2C1=O	-4.3	1.6
COc1ccc(C(=O)OCC(=O)N2CCN(C(=O)c3ccco3)CC2)c(OC)c1OC	2.0	3.6
COCOCCn1cc(CN2CCS(=O)(=O)N(Cc3ccc(-c4cccc(CO)c4)cc3)C(C)C2=O)nn1 (stereo not given)	4.4	16.7
Cc1cc(C(=O)CCC(=O)Nc2ccc(C(N)=O)cc2)c(C)s1	-14.4	-2.3
CCCC1NC(=O)c2cccnc2-n2c1nc1ccccc1c2=O (stereo not given)	-3.1	3.8
Cc1ccc([C@H]2N[C@]3(CCCN(Cc4ccc(Br)cc4)C3=O)[C@H]3C(=O)N(Cc4ccccc4)C(=O)[C@@H]23)cc1	7.0	-21.2
CC1(C)CC(=O)C=C(c2n[nH]nc2C2=CCCCC2)C1	-3.1	8.5
O=C1NC(Cc2ccccc2)c2nc3ccccc3c(=O)n2-c2ncccc21 (stereo not given)	-1.5	-8.3
C[C@H]1CN(C2CCCCC2)C(=O)[C@@H]1CC(=O)Nc1ccc(Br)cc1	-20.1	-7.2
O=C(Nc1ccc2c(c1)[C@@H]1C[C@@H](CC(=O)N3CCOCC3)O[C@@H](CO)[C@@H]1O2)NC1CCCC1	-10.9	0.3
CCN(CC(=O)Nc1c(F)cccc1F)C(=O)c1ccc(OC)c(S(=O)(=O)NC2CCCC2)c1	4.4	-8.2
COc1ccc(-c2cnc(C(N)=O)c(=O)[nH]2)cc1	4.1	2.3
CCOC(=O)c1nc2ccc(C)cc2c2c1C1CC(c3c(Cl)cccc31)N2C(=O)OCc1ccccc1 (stereo not given)	-28.2	-9.8
New compounds follow
SMILES	KCNH2 WT inh	KCNH2 3.1 inh
COc1cccc(CN(C)C[C@@H]2OCc3cnnn3CCCC(=O)N([C@@H](C)CO)C[C@H]2C)c1	3.8	4.1
O=[N+]([O-])c1ccc(NCCCc2ccccc2)cc1	-8.0	-1.5
C[C@@H]1CN([C@@H](C)CO)C(=O)CCCn2nncc2CO[C@H]1CN(C)C(=O)c1ccccc1	-1.1	-3.3
C[C@@H]1CN([C@@H](C)CO)C(=O)CCCn2nncc2CO[C@H]1CN(C)S(=O)(=O)c1ccccc1F	1.4	-7.2
O=S(=O)(N=C1C=CC(=NS(=O)(=O)c2ccccc2)c2ccccc21)c1ccccc1	-6.5	1.1
COc1ccc(NC(=O)N(C)C[C@@H]2OCc3cnnn3CCCC(=O)N([C@H](C)CO)C[C@@H]2C)c(OC)c1	-8.0	3.9
C[C@H]1CCCCO[C@H](CN(C)Cc2ccccc2)[C@@H](C)CN([C@@H](C)CO)C(=O)c2cc(NC(=O)CCC(F)(F)F)ccc2O1	-18.2	-6.4
NC(=O)C1CCN(C(=O)c2ccc3ncsc3c2)CC1	-12.5	2.9
CC(C)N1CCN(c2ccncc2S(=O)(=O)N2CCCCC2)CC1	5.8	5.9
CC1(C)CC(=O)C=C(c2ccc(-c3cccc(C(N)=O)c3)cc2)C1=O	6.6	4.0
CCCCN1C(=O)C(CC(=O)NC2CCCCC2)CC(C(=O)N(CC)CC)=C1C (stereo not given)	-7.6	-1.9
Cc1nc(N(C)C2CCCCC2)c2nnn(Cc3ccc(F)cc3)c2n1	13.2	18.8
Cc1cccc(-c2ccc3[nH]c4c(c3c2)CCN2C[C@@H]([C@H](C)O)[C@@H](N(C)C(=O)Nc3ccc(F)cc3)C[C@@H]42)c1	-18.6	-32.8
C[C@@H]1CN([C@H](C)CO)C(=O)CCCn2nncc2CO[C@@H]1CN(C)C(=O)OCc1ccccc1	-23.6	1.9
Cc1cccc(OC(=O)Nc2ccc(C(=O)O)c(O)c2)c1	-1.5	4.6
O=c1c(N=Nc2ccccc2)c[nH]n1-c1ccccc1	5.9	11.6
CN(C)C(=S)Oc1ccccc1C1SCCS1	-5.2	4.3
O=C(Nc1nc(-c2ccc([N+](=O)[O-])cc2)cs1)C1=COCCO1	9.4	-5.7
CCCCN(C(=O)c1cc(Cl)nc2ccccc12)c1c(N)n(CCC)c(=O)[nH]c1=O	-3.6	-6.5
CSc1ncnc2c1ncn2CCCNCCCN1CCCC1=O	-0.6	9.2
C[C@H](CO)N1C[C@H](C)[C@@H](CN(C)C(=O)Nc2ccc(F)cc2)Oc2cc(Br)ccc2S1(=O)=O	-15.4	8.1
CC1=C(C(=O)N2CCOCC2)CC(CC(=O)NC2CC2)C(=O)N1Cc1ccccc1 (stereo not given)	3.2	3.8

Part of the list above in order of molecular weight, lowest first.
SMILES	KCNH2 WT inh	KCNH2 3.1 inh
O=C(Nc1nc(-c2ccc([N+](=O)[O-])cc2)cs1)C1=COCCO1	9.4	-5.7
CC(C)N1CCN(c2ccncc2S(=O)(=O)N2CCCCC2)CC1	5.8	5.9
C[C@@H]1CN([C@@H](C)CO)C(=O)CCCn2nncc2CO[C@H]1CN(C)S(=O)(=O)c1ccccc1F	1.4	-7.2

Screens as filed in PubChem.
